CHOP inh = inhibitors of CHOP promoter induction, primary screen, cell-based, unfolded protein response, luciferase reporter; CHO-K1 CHOP-promoter luciferase, tunicamycin-induced, 15-18 h; inhibition, % at 10 µM; actives 3.8% (n = 220,000); AID 2732, 2010;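 active means compounds that reduced the stress-induced luciferase reporter signal by more than about 70% of percent inhibition, limit read from the data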;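 further: 0% = tunicamycin plus vehicle and 100% = wells without tunicamycin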
NCF1 inh = p47phox/p22phox peptide binding inhibitors, primary screen, biochemical, uHTS, NADPH oxidase regulatory subunit; Neutrophil cytosol factor 1 (Homo sapiens), P14598; fluorescence polarization, 2 h; inhibition, % at 24.7 µM; actives 0.53% (n = 220,000); AID 1274, 2008;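 active means inhibition above about 30%, limit read from the data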;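 further: 0% = p47phox with labelled peptide and 100% = labelled peptide alone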
Target sequence (P14598 whole entry, looked up): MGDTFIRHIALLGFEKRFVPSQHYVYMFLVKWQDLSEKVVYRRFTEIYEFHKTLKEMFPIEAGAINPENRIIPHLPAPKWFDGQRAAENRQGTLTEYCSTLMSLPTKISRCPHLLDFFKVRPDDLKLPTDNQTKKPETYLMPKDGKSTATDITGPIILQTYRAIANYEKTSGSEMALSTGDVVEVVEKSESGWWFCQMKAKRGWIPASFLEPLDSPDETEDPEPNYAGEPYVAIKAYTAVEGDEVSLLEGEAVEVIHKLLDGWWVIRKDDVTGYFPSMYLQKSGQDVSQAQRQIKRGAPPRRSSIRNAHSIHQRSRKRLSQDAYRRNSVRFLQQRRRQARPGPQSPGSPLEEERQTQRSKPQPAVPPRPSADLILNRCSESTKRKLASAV
* = called active by the depositor; & = joins results of further samples. Some of the compounds tested; count on the stated rates, not on these rows.

SMILES | CHOP inh | NCF1 inh
CCOc1ccc(CCN2C(=O)C(=O)N([C@H](CCCN(C)Cc3ccccc3)CNCc3ccccc3)C[C@@H]2C(C)C)cc1 | 3 | -9
COc1ccc(-c2ccc(OC)c([C@H]3[C@H]4C=CC[C@@H](C)[C@@H]4C(=O)N3Cc3ccccc3)c2)cc1 | 45 | -12
Cc1cccc(NC(=O)c2nc[nH]c2C(=O)N[C@@H](CC(C)C)C(=O)OCc2ccccc2)c1 | 45 | -7
COC(=O)CCC(=O)OC1(C)C(=O)C=C2C=C(C3CC3)N(C(CO)CO)C=C2C1=O (stereo not given) | -2 | 5
O=S(=O)(NCc1ccco1)c1ccccc1Br | 9 | -9
NC(=O)CC(NC(=O)Cc1ccc(Br)cc1)c1ccc(N2CCN(c3ccc(F)cc3)CC2)c([N+](=O)[O-])c1 (stereo not given) | 85* | -9
O=C(NC1CC1)C1=C[C@@H](c2ccc(Br)cc2)C[C@@H](OCc2ccc(CO)cc2)O1 | -14 | -11
Cc1cc2cc(CNC(=O)c3ccc(Br)o3)ccc2[nH]1 | 13 | -15
COC(=O)C1=C(C(=O)OC)[C@@H]2N(C)c3ccccc3[C@@]23C[C@@H](C(=O)OC)N=C3N1 | 7 | -25
O=C1NC[C@@H](Cc2ccc(O)cc2)N(CCc2cccc(F)c2)C1=O | -7 | -7
COc1cc([C@@H]2c3cc4c(cc3[C@@H](O)[C@@H](CO)[C@@H]2CO)OCO4)cc(OC)c1O[Si](C)(C)C(C)(C)C | 100* | 2
C=CCN1C=C2C(=O)C(C)(OC(=O)CCC(=O)OC)C(=O)C(Br)=C2C=C1c1ccc(OC)cc1 (stereo not given) | -21 | 10
CC(C)[C@H](CO)Nc1nc(NCc2ccc(S(N)(=O)=O)cc2)c2ncn(C(C)C)c2n1 | -16 | -6
CCCc1c(-c2ccc(O)cc2)nn(-c2ccc(O)cc2)c1-c1ccc(O)cc1 | 61&1 | -16
COC(C/C=C\[C@@H](O)COCc1ccccc1)OC | 8 | -3
NC(=O)CC(NC(=O)Cc1cccc2ccccc12)c1ccc(N2CCN(c3ccc(F)cc3)CC2)c([N+](=O)[O-])c1 (stereo not given) | 94* | 10
CCCCC1=CC2=CC(=O)C(C)(OC(=O)CCc3ccccc3)C(=O)C2=CO1 (stereo not given) | 27 | -40
CC1(c2nnc(-c3ccccc3)o2)CC(c2ccc(F)cc2)=NO1 (stereo not given) | 12 | 1
COC(=O)c1cccc(C23CC4(C2)[C@H](CN(C)[C@@H]4c2ccccc2)C3c2ccc(C(F)(F)F)cc2)c1 (stereo not given in full) | -6 | -58
NC(=O)CC(NC(=O)c1ccc(Br)cc1)c1ccc(N2CCN(c3ccccn3)CC2)c([N+](=O)[O-])c1 (stereo not given) | 22 | 4
CCN1C(=O)[C@@H]2[C@H](C1=O)[C@@H]1C[C@H]3C(=O)N(CC)C(=O)[C@H]3[C@@H]3C1=C(C(=O)N1C(=O)OC(=NCC4CC4)[C@]31C)[C@@H]2C | -12 | -18
C#CCCOC(=O)N1C2=NC(C(=O)OC)=C(C(=O)OC)[C@@H]3N(Cc4ccccc4)c4ccccc4[C@]23C[C@H]1C(=O)OC | 27 | -14
CCC1=C(OC(=O)N(CC)CC)N2C(=O)OC(=NCC3CC3)[C@]2(C)[C@H]2C1=CC[C@H]1C(=O)N(C)C(=O)[C@H]12 | -6 | -8
Cc1nc2sc(C(c3ccccc3)N3CCN(CCO)CC3)c(O)n2n1 (stereo not given) | -6 | -11
C=CCN1C=C2C(=O)C(C)(OC(=O)C3CCCC3)C(=O)C(c3ccccc3)=C2C=C1CCCC(=O)OC (stereo not given) | 8 | -15
N#Cc1ccc(C23CC4(C2)[C@H](CN(CC2CCCCC2)[C@@H]4c2ccccc2)C3c2ccc(Cl)nc2)cc1 (stereo not given in full) | 20 | -34
CCn1ncc(C2=NOC(C(=O)N3CCC(C(N)=O)CC3)C2)c1C (stereo not given) | 27 | -3
Cn1c(=O)oc2cc(S(=O)(=O)N3CCc4ccccc4C3)ccc21 | 20 | -10
CC1OC(OC2C(OC3C(O[C@H]4CC[C@]5(C)C6C=C[C@]78OC[C@@]9(CC[C@@H](C)[C@H](C)C97)[C@H](O)C[C@@]8(C)[C@]6(C)CC[C@H]5C4(C)C)OC(C)C(O)C3O)OC(CO)C(O)C2O)C(O)C(O)C1O (stereo not given in full) | 101* | 7
COc1ccc(C2/C=C\CN(Cc3ccco3)CC(=O)N2Cc2ccc(F)cc2)cc1 (stereo not given) | -12 | -10

Shown field by field: two of the compounds above
> CCOc1ccc(CCN2C(=O)C(=O)N([C@H](CCCN(C)Cc3ccccc3)CNCc3ccccc3)C[C@@H]2C(C)C)cc1
  CHOP inh: 3
  NCF1 inh: -9

> COc1ccc(-c2ccc(OC)c([C@H]3[C@H]4C=CC[C@@H](C)[C@@H]4C(=O)N3Cc3ccccc3)c2)cc1
  CHOP inh: 45
  NCF1 inh: -12

Going on with the list:
SMILES | CHOP inh | NCF1 inh
CCOC(=O)CC(=O)CSc1nc2c(cc1C#N)CCCCCC2 | 24 | -9
C=C(C)C(=O)Nc1cccc(C2=NOC3(C2)C[C@H](C(N)=O)N(C(=O)c2ccccc2)C3)c1 (stereo not given in full) | 5 | -12
COc1ccccc1CC(=O)NCC1CCCO1 (stereo not given) | -17 | -8
COC(=O)C1=C(C(=O)OC)[C@@H]2N(Cc3ccccc3)c3ccccc3[C@@]23C[C@@H](C(=O)OC)N=C3N1 | -10 | -11
C/C(=C/CCC(C)C1CCC2(C)C3CCC4C(C)(C)C(=O)CCC4(C)C3=CCC12C)C(=O)O (stereo not given) | 45 | -5
Cn1c(=O)c2cn(-c3cccc4ccccc34)cc2n(C)c1=O | -2 | 4
CCCCNC(=O)C1CC(c2ccc(C(F)(F)F)cc2)=NO1 (stereo not given) | 29 | -13
NC1=NC[C@H](c2ccccc2)N1CCc1cccc(F)c1 | 16 | -4
CCC1=C(OC(=O)N(CC)CC)N2C(=O)OC(=NCCOC)[C@]2(Cc2ccccc2)[C@H]2C1=CC[C@H]1C(=O)NC(=O)[C@H]12 | 2 | -22
Cc1cccc(-n2ncc3c(N(C)C4CCCCC4)ncnc32)c1 | 54 | 13
COc1ccc([C@H]2[C@H]3C=CC[C@@H](C)[C@@H]3C(=O)N2Cc2ccccc2)cc1Cl | 59 | 4
COc1cc(OC)c2c(-c3ccccc3)cc(=O)oc2c1C(CC(=O)N1CCOCC1)c1ccc2c(c1)OCO2 (stereo not given) | 15 | -16
C=C(C)C(=O)N1CC2(CC(c3cccc(NC(=O)CCCCC)c3)=NO2)C[C@H]1C(N)=O (stereo not given in full) | -4 | -13
COC(=O)[C@@H]1C[C@@]2(O)[C@@H](O)[C@@H](O)[C@@H](O)C[C@H]2N1C/C=C/c1ccccc1 | 4 | 6
COc1cc(OC)c2ccc(=O)oc2c1C(CCN1CCN(c2ccccc2)CC1)c1ccc(N(C)C)cc1 (stereo not given) | -12 | 94*
COC(=O)c1ccc(NS(=O)(=O)c2ccc3c(c2)oc(=O)n3C)cc1 | -13 | -9
COC(C/C=C/[C@@H](O)COCc1ccccc1)OC | -15 | -1
CCCNC(=O)c1ccc2c(=O)c(O)c(-c3ccsc3)[nH]c2c1 | 4 | -18
CC(C)(C)N1OC2CC1c1nc3ccccc3n1C2 (stereo not given) | 2 | 50*
NC(=O)CC(NC(=O)c1ccc(Br)cc1)c1ccc(N2CCN(c3ccc(F)cc3)CC2)c([N+](=O)[O-])c1 (stereo not given) | 93* | 0
O=C1/C(=C/c2ccc(O)c(O)c2)Oc2cc(O)ccc21 | 66 | -147
CCCCC1=CC2=CC(=O)C(C)(OC(=O)CC)C(=O)C2=CN1C1CCCC1 (stereo not given) | -7 | -1
COc1ccc(C2/C=C\CN(C(=O)Nc3ccccc3)CC(=O)N2Cc2ccc(F)cc2)cc1 (stereo not given) | 9 | 0
CCC(=O)Nc1cccc(C2=NOC3(C2)C[C@H](C(N)=O)N(C(=O)Cc2ccc([N+](=O)[O-])cc2)C3)c1 (stereo not given in full) | -6 | -4
O=C1CCN(CCc2ccccc2)CCN1CCSc1ccc(Br)cc1 | 28 | -1
C=C(C)C(=O)Nc1cccc(C2=NOC3(C2)C[C@@H](C(N)=O)N(C(=O)c2cc([N+](=O)[O-])cc([N+](=O)[O-])c2)C3)c1 (stereo not given in full) | -3 | -6
COc1cc(C[C@H](C)[C@H](C)Cc2ccc3c(c2)OCO3)ccc1O | -7 | -12
CN1CCN(c2ccc(C(CC(N)=O)NC(=O)Cc3ccc(Br)cc3)cc2[N+](=O)[O-])CC1 (stereo not given) | -7 | 5
O=C1CCN(S(=O)(=O)c2ccccc2)CCN1CCOCc1ccc(F)cc1 | -14 | -6
COc1ccc(CNc2nc(NCc3ccc(OC)cc3)c3[nH]cnc3n2)cc1 | 19 | 0

Entries shown so far containing a nitro group on carbon, in the order listed:
SMILES | CHOP inh | NCF1 inh
NC(=O)CC(NC(=O)Cc1ccc(Br)cc1)c1ccc(N2CCN(c3ccc(F)cc3)CC2)c([N+](=O)[O-])c1 (stereo not given) | 85* | -9
NC(=O)CC(NC(=O)Cc1cccc2ccccc12)c1ccc(N2CCN(c3ccc(F)cc3)CC2)c([N+](=O)[O-])c1 (stereo not given) | 94* | 10
NC(=O)CC(NC(=O)c1ccc(Br)cc1)c1ccc(N2CCN(c3ccccn3)CC2)c([N+](=O)[O-])c1 (stereo not given) | 22 | 4
NC(=O)CC(NC(=O)c1ccc(Br)cc1)c1ccc(N2CCN(c3ccc(F)cc3)CC2)c([N+](=O)[O-])c1 (stereo not given) | 93* | 0
CCC(=O)Nc1cccc(C2=NOC3(C2)C[C@H](C(N)=O)N(C(=O)Cc2ccc([N+](=O)[O-])cc2)C3)c1 (stereo not given in full) | -6 | -4
C=C(C)C(=O)Nc1cccc(C2=NOC3(C2)C[C@@H](C(N)=O)N(C(=O)c2cc([N+](=O)[O-])cc([N+](=O)[O-])c2)C3)c1 (stereo not given in full) | -3 | -6
CN1CCN(c2ccc(C(CC(N)=O)NC(=O)Cc3ccc(Br)cc3)cc2[N+](=O)[O-])CC1 (stereo not given) | -7 | 5

Next part
SMILES | CHOP inh | NCF1 inh
C#CCO[C@@H]1C[C@H](n2cnc3c(NC(=O)c4ccccc4)ncnc32)O[C@@H]1CO | 4 | 0
COc1cccc(C(=O)NCC2CCCO2)c1 (stereo not given) | 5 | -8
FC(F)(F)c1ccc(C2[C@H]3CN(Cc4cccnc4)[C@H](c4ccccc4)C34CC2(c2cccnc2)C4)cc1 (stereo not given in full) | 18 | -12
CC(C)C[C@H](NC(=O)c1[nH]cnc1C(=O)N[C@@H](C)C(=O)OC(C)(C)C)C(=O)OCc1ccccc1 | 70 | -18
COc1ccc([C@H]2C=C3CN(C(=O)OC(C)(C)C)S(=O)(=O)[C@H]3C[C@H]2OC(=O)c2cccs2)cc1 | 31 | -5
S=C1NC[C@H](Cc2cccc3ccccc23)N1CC1CCCCC1 | 67 | -10
CCOC(=O)c1c(C)[nH]c(C(=O)CN2C(=O)NC(C)(c3ccc(C)cc3)C2=O)c1C (stereo not given) | 10 | -11
CN1C(C(=O)NCCc2cccs2)CC2Cn3c(nc4cc(Cl)c(Cl)cc43)C21 (stereo not given) | 0 | -4
Cc1ccc(CCNC(=O)C2CC(c3ccc(C(F)(F)F)cc3)=NO2)cc1 (stereo not given) | 7 | -10
COc1ccccc1CN1CCN(C(CC(C)C)c2nnnn2Cc2cccs2)CC1 (stereo not given) | 36 | -4
COC(C[C@@H]1O[C@@H]1[C@H](O)[C@H](C)OCc1ccccc1)OC | -6 | -11
CCN(CC)CCCN1C=C2C(=O)C(C)(OC(=O)C3CCCC3)C(=O)C(c3ccccc3)=C2C=C1CCCC(=O)OC (stereo not given) | -20 | 0
CCCCCCNC(=O)N1C/C=C\C(c2ccc(OC)cc2)N(Cc2ccc(F)cc2)C(=O)C1 (stereo not given) | 40 | -220
CCCCN1C(=S)NC[C@@H]1Cc1ccc(O)cc1 | 2 | -12
CC1CCN(C(=O)c2[nH]cnc2C(=O)N[C@@H](C)C(=O)OCc2ccccc2)CC1 | 13 | -15
COC(=O)CC1c2ccccc2S(=O)(=O)N1Cc1ccccc1 (stereo not given) | -8 | 8
C#CCOCCOCCOCCNc1nc(N2CCN(C(=O)[C@H](CCC(=O)O)n3cc(C(N)Cc4ccc(O)cc4)nn3)CC2)nc(N2CCN(C(=O)[C@H](CCCCN)n3cc(C(N)[C@H](C)CC)nn3)CC2)n1 (stereo not given in full) | -24 | 20
CC[C@@H]1CC=C[C@H]2[C@H]1C(=O)N(Cc1ccccc1)[C@H]2c1ccc(OC)c(Cl)c1 | 60 | -7
CCOc1cc2c(C#N)c(N3CCOCC3)nc(N)c2c(N)n1 | -11 | -16
COC(=O)[C@@H]1C[C@@H]2CC[C@@H](O)C[C@@H]2N1Cc1ccc(OC)cc1 | 10 | -11
Cc1nc(-c2ccc(Cl)cc2)sc1C1(C)CC(c2ccc(OC(F)(F)F)cc2)=NO1 (stereo not given) | 5 | 2
CCCNc1nc(C)cc(-c2cc(C(=O)NC3CCCC3)on2)n1 | 15 | -15
CC1CC(C)CN(S(=O)(=O)c2cccc3cccnc23)C1 (stereo not given) | 54 | 6
Cc1cc(-c2cc(-c3ccccc3)on2)nc(NCC2CC2)n1 | 17 | -7
Cc1ccc(CCNC(=O)C2CC(c3cc(C(F)(F)F)cc(C(F)(F)F)c3)=NO2)cc1 (stereo not given) | 76* | -11
C=C1CN(CC(=O)OC)S(=O)(=O)c2ccccc21 | -7 | 6
Cc1cc(-c2cc(C(=O)NC3CCCC3)on2)nc(NCC2CC2)n1 | 6 | 0
CC(=O)OC(c1nc2ccccc2c(=O)n1C1CC2(OC1=O)c1ccccc1N1C(=O)C(C)(C)N(O)C12)C(C)C (stereo not given) | -21 | 2
COCCNC(=O)c1ccc2c3n(nc2c1)-c1ccc(C)cc1CO3 | -9 | 1

High-throughput results as filed in PubChem.
